ELG1 DNA repair: inhibitors of ELG1-dependent DNA repair in HEK293T cells; HEK293T ELG1-luciferase reporter, luminescence, 16 h; DNA damage induced by 5-fluorouridine; Potency, µM (doses to about 46.1 µM), without a hit: top-dose activity change, negative = inhibition, hits mostly inhibitors; 330,000 tested, 2.3% active; also: potency is read from the fitted curve at half-maximal effect; % is scaled to controls: 0 for no effect and ±100 for the full control effect; nearly all actives have a fitted effect of over 55% in size
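Reporter activity after DNA damage by 5-fluorouridine is monitored. Compound-treated cells incubate 16 hr at 37 °C, then ONE-Glo is added for 30 min before luminescence reading.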
ELG1 genotoxic: genotoxicity induction in ELG1-luciferase HEK293T cells; HEK293T ELG1-luciferase reporter, luminescence, 16 h; Potency, µM (series often up to 46 µM), without a hit: at the top dose activity change, positive = activation, hits mostly activators; 330,000 tested, 1.3% active; AID 504466; also: potency is read from the fitted curve at half-maximal effect; % of control where 0% means no effect; nearly all actives have a fitted effect of over 60% in size
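Cells (2,000/well) expressing the ELG1-luciferase fusion are dosed by pin tool and kept 16 hr at 37 °C, 5% CO2. Signal comes from ONE-Glo luciferase reagent after 30 min at room temperature.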
Rab9 promoter act: activators of Rab9 promoter; Potency, µM (doses to about 9.22 µM), without a hit: at the highest dose activation, negative = inhibition, hits mostly activators; Huh7 Rab9 promoter-luciferase reporter, luminescence, 24 h; 320,000 tested, 2.8% active; also: potency is read from the fitted curve at half-maximal effect; % of control where 0% means no effect; nearly all actives have a fitted effect of over 60% in size
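Huh7 reporter line, Rab9 promoter upstream of luciferase. Compound exposure 24 h at 37 °C in reduced-serum medium with 10% FBS. Read-out: luminescence.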
Tb PFK block: T. brucei PFK enzyme inhibition; O15648; T. brucei PFK, ADP-Glo luminescence; Potency, µM (series often up to 57.5 µM), inactives show at the top dose activity, negative = inhibition, actives largely listed as inhibitors; 330,000 tested, 0.17% active;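 also: potency is read from the fitted curve at half-maximal effect; 0% = uninhibited 1x PFK enzyme wells and -100% = no-enzyme wells; nearly all actives have a fitted effect of over 60% in size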
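Luminescent ADP detection (ADP-Glo, two-step: ATP depletion then ADP-to-ATP conversion for luciferase) reported PFK activity after 45 min room-temperature reaction of 1.25 nM enzyme with 0.5 mM F6P and 0.1 mM ATP at pH 8.0.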
BRCA1 expr up: BRCA1 expression activation | MCF7-BRCA1-FFLuc reporter, luminescence, 48 h; response scale: scaled: vehicle 0%, 10 µM genistein 100% | 380,000 tested, 1.1% active | AID 624202 | Potency, µM (top dose mostly 46.1 µM), without a hit: at the highest dose activation, usual class: activators; also: potency is read from the fitted curve at half-maximal effect; nearly all actives have a fitted effect of over 80% in size; some results filed as inactive show a strong effect at the top dose
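48 h compound treatment of MCF7-BRCA1-FFLuc cells (phenol-red free MEM, 37 °C), then 15 min with luciferase substrate and luminescence imaging.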
NPC1 prom act: activators of NPC1 promoter; Huh7 NPC1 promoter luciferase reporter, 24 h; 320,000 tested, 2.4% active; Potency, µM (top dose mostly 9.22 µM), for inactives: at the highest dose activation, actives largely listed as activators;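 also: potency is read from the fitted curve at half-maximal effect; % of control where 0% means no effect; nearly all actives have a fitted effect of over 60% in size; reporter is driven by a mutant NPC1 promoter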
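Readout is luciferase luminescence, reflecting NPC1 promoter activation in stably transfected Huh7 cells after 24 h compound exposure at 37 °C in reduced-serum medium with 10% FBS.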
RORgamma inh: blocks mouse ROR gamma transcriptional activity. P51450. 310,000 tested, 5.4% active. AID 2551. Potency, µM (doses to about 53.6 µM), without a hit: at the top dose activity change, negative = inhibition, hits mostly inhibitors. Drosophila S2 Gal4-RORgamma UAS-luciferase reporter, 20 h; also: potency is read from the fitted curve at half-maximal effect; % is scaled to controls: 0 for no effect and ±100 for the full control effect; nearly all actives have a fitted effect of over 60% in size
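Stable Schneider cell line, Gal4 DNA-binding domain fused to ROR gamma, UAS-luciferase. Cmpd 1 hr RT → CuSO4 700 uM final → 20 hr RT → luciferase reagent 10 min → luminescence.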
p53 reactivator: mutant p53 re-activation in reporter cells; H1299 p53-A138V BP100-luciferase reporter, luminescence, 24 h; 320,000 tested, 0.063% active; Potency, µM (highest dose often 92.2 µM), without a hit: at the top dose activity change, positive = activation, most hits filed as activators; also: potency is read from the fitted curve at half-maximal effect; % of control where 0% means no effect; nearly all actives have a fitted effect of over 45% in size
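p53-null H1299 cells stably carrying temperature-sensitive p53-A138V and a BP100-luciferase reporter were pinned with compounds (4-point, 1:5 series) and held 24 hrs at 37 deg C. Luminescence was read 10 min after detection reagent.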
TRPV1 ag: agonists of human vanilloid receptor 1 (TRPV1); Q8NER1; TRPV1-expressing cells, Fluo-8 calcium influx, agonist mode; activation, % at 8.33 µM; 320,000 tested, 0.19% active; in the data active = activation above about 80%; inconclusive = between about 30% and that limit; also: 0% is about no effect
Target sequence (Q8NER1 whole entry, looked up): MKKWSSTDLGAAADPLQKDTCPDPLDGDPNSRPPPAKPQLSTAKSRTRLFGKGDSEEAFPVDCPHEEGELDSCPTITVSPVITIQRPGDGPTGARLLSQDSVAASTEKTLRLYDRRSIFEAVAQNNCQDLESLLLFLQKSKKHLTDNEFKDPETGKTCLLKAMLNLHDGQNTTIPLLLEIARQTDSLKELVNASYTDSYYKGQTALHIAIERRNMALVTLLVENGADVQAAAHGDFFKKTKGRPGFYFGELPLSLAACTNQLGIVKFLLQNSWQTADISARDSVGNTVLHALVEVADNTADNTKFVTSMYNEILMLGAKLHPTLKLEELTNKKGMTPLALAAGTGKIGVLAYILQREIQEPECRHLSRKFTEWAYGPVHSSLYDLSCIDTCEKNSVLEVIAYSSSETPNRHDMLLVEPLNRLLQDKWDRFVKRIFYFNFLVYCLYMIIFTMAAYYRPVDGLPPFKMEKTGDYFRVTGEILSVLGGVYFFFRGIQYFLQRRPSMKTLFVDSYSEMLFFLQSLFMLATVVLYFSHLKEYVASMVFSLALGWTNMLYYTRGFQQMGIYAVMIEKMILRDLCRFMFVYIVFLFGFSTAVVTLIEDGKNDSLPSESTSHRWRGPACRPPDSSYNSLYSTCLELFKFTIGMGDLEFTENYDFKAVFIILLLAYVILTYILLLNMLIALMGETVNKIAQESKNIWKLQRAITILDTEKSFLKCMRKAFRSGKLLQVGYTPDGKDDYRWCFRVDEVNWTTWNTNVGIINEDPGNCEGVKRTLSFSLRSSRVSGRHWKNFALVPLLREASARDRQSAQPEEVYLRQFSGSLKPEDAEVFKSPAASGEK
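Fluo-8 calcium influx in TRPV1-expressing cells, kinetic read (ex 480/em 520 nm). Compound added and read 3 min for agonist activity, followed by capsaicin at EC20 final and 2 min further read for enhancement.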
Gal4-VP16 FLuc: Gal4-VP16 reporter inhibition counter-screen. Potency, µM (titrated, usually from 53.6 µM), for inactives: at the top dose activity, negative = inhibition, hits mostly inhibitors. 310,000 tested, 3.5% active. AID 2546. Drosophila S2 Gal4-VP16 UAS-luciferase, luminescence, 20 h;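 also: Gal4-VP16 expression switched on by copper sulfate through the metallothionein promoter; potency is read from the fitted curve at half-maximal effect; % is scaled to controls: 0 for no effect and ±100 for the full control effect; nearly all actives have a fitted effect of over 50% in size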
FLuc modulator: firefly luciferase modulation, counter-screen for miR-21 project; P08659; purified FLuc, Km substrates, luminescence inhibition; Potency, µM (series often up to 57.5 µM), for the others: top-dose activity change, negative = inhibition, hits mostly inhibitors; 360,000 tested, 6.9% active; AID 588342;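 also: potency is read from the fitted curve at half-maximal effect; plate controls were vehicle for no effect and reference inhibitor for full effect; nearly all actives have a fitted effect of over 55% in size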
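Biochemical qHTS of compounds, final roughly 60 µM downward over six points, against 10 nM purified firefly luciferase using Km concentrations of substrates (10 uM D-luciferin, 10 uM ATP) in Tris acetate pH 7.5 buffer; luminescence output.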
Numbers without * were called inactive; i = inactive; u = inconclusive; x = not tested or not shown; & = joins results of further samples; [ ] = another dose, or the depositor's remark. Unless noted, calls follow the shape of the dose curve; as a rule, active = well fitted curve in the direction sought with a large enough effect; inconclusive = small, poorly fitted or top-dose-only effect, or another doubt; inactive = no such curve, though single readings can be large; an effect the other way counts as inactive or inconclusive.

SMILES | ELG1 DNA repair | ELG1 genotoxic | Rab9 promoter act | Tb PFK block | BRCA1 expr up | NPC1 prom act | RORgamma inh | p53 reactivator | TRPV1 ag | Gal4-VP16 FLuc | FLuc modulator
O=C(c1cccc(Cl)c1)N1CCN(Cc2c[nH]c3ccccc23)CC1 | 10.3% | 5.9% | -4.5% | 0.1% | -18.9% | -2.3% | 13.4% | 4.8% | 11.5 | -7.1% | 0.6%
COc1ccc2c3c(c(=O)oc2c1)C1O[C@](CCCCN2C(=O)c4ccccc4C2=O)(Cc2c1ccc1ccccc21)O3 | x | x | -1.2%[1.84 µM] | -2.1%[11.5 µM] | x | -3.1%[1.84 µM] | -28.3%[10 µM] | x | i | -4.7%[10 µM] | 2.7%[11.5 µM]
N#CCCNS(=O)(=O)c1ccc(C(=O)OCC(=O)Nc2ccc3c(c2)OCO3)cc1 | u | -0.2% | -3.6% | -0.6% | 15.5% | -0.8% | x | 5.4% | 0.0 | x | -7.6%
CCOC(=O)c1c(-c2ccccc2)oc2ccc(OC(C)C(=O)O)cc12 (stereo not given) | 0.0% | -6.2% | -2.2% | 0.6% | -25.8% | 0.6% | 12.6% | 0.7% | 2.1 | 1.5% | -3.1%
CCOC(=O)c1sc(NC(=O)c2cccc(S(=O)(=O)N3CCc4ccccc43)c2)c(C#N)c1C | u | -4.0% | -27.0% | 6.1% | -49.7% | -32.0%[inhibitor] | u | 4.7% | 3.0 | 5.62µM* | 8.3%
CCCn1nc2ccccc2c1P(=N)(N1CCOCC1)N1CCOCC1 | -4.5% | -4.3% | 0.6% | 2.5% | 2.3% | 1.1% | -0.3% | -21.8% | 0.3 | -0.7% | 4.1%
COc1ccc(S(=O)(=O)N2CCCCC2)cc1NC(=O)CSc1ncnc2ccccc12 | u | -6.1% | -46.7%[inhibitor] | 0.4% | -78.2% | -9.8% | 44.5% | 10.9% | 1.2 | -7.4% | 8.49µM*
Cc1cccc(C(=O)N2CCN(S(=O)(=O)c3ccc4c(c3)OCCCO4)CC2)c1[N+](=O)[O-] | 0.3% | -2.2% | -1.6% | 1.3% | -19.1% | 1.4% | 5.2% | -6.8% | 0.9 | 10.3% | 3.3%
CC(=O)NCCc1ccc(S(=O)(=O)Nc2ccc(NC(=O)c3ccc(F)cc3)cc2)cc1 | -13.1% | 16.0% | -0.6% | 1.3% | -11.2% | -4.0% | -12.2% | -5.2% | 1.9 | 2.7% | u
CCOc1ccccc1N(CC(=O)Nc1ccccc1F)S(=O)(=O)c1ccccc1 | -17.2% | -6.3% | 5.3% | 1.1% | -33.5% | -2.4% | 0.0% | x | 13.3 | -4.8% | 0.8%
O=C(/C=C\Nc1ccc2c(c1)OCO2)c1ccccn1 | u | u | u | -18.8% | u | u | 1.12µM* | -9.5% | x | 2.24µM* | 0.0757µM*
O=C(CSc1n[nH]c(-c2ccncc2)n1)Nc1ccc(Cl)cc1 | -16.9% | -6.5% | -0.1% | 2.8% | 2.4% | -1.2% | 63.5% | -4.7% | -0.2 | -2.3% | -10.4%
CCN(CC)Cc1cc2[nH]c3c4ccc(Cl)cc4ncc3c2cc1OC | -0.8% | 0.1%&-15.4% | -6.2% | 3.8% | -18.7%&-42.0% | 2.8% | u | -8.2% | -8.3 | u | 3.4%
CN1N=C(C(=O)N2CCN(c3ccc([N+](=O)[O-])cc3)CC2)CCC1=O | -10.0% | -1.8% | -0.8% | -9.9% | -19.5% | -2.5% | 9.0% | 4.8% | 0.8 | 5.5% | -2.4%
CCOc1ccccc1C(=O)NC1CCN(CC(=O)Nc2cc(OC)ccc2OC)CC1 | u | -16.0% | -0.1% | -1.3% | -5.4% | 0.5% | 0.8% | -4.7% | 12.3 | -23.0% | 3.7%
O=C(CSc1nnc(Cc2ccccc2)o1)Nc1ccccc1 | 4.5% | 3.8% | -10.1% | -2.2% | -3.8% | -1.0% | -1.9% | -1.1% | 10.5 | 2.8% | -0.6%
CC(=O)Nc1ccc(S(=O)(=O)NCCC(=O)N2CCN(C(c3ccccc3)c3ccccc3)CC2)cc1 | -26.4% | -18.4% | -6.6% | -0.1% | -35.0% | 1.2% | x | 0.6% | -1.1 | x | -1.0%
COc1ccc(NC(=O)COC(=O)CCc2nc3ccccc3c(=O)[nH]2)c(OC)c1 | 14.4% | 10.8% | 0.7% | -1.4% | 5.1% | -2.4% | x | 3.0% | 0.2 | x | 4.9%
COC(=O)Cn1nc(-c2ccc(C)c(S(=O)(=O)N(C)C)c2)c2ccccc2c1=O | -13.9% | -0.1% | -7.6% | 0.7% | 4.9% | -1.8% | -2.9% | -7.3% | 0.2 | -1.9% | 2.3%
O=C(Cn1c(=O)sc2ccccc21)Nc1ccccc1 | x | x | x | x | -4.8% | x | 6.5% | x | 13.2 | 16.2% | 1.2%
O=c1cc(-c2ccc(O)cc2)oc2cc(O)c(C3OC(CO)C(O)C(O)C3O)c(O)c12 (stereo not given) | u | u | -0.2% | -8.2% | -9.9% | -2.4% | -27.9% | 5.1% | -1.0 | 1.1% | -1.2%
CC(=O)N1CCN(C(=O)CNC(=O)c2ccc(Br)o2)CC1 | 14.8% | 15.0% | 4.0% | 0.4% | 0.0% | 0.1% | -3.4% | 24.3% | -2.4 | 4.9% | -2.2%
CCOC(=O)c1ccc(NC(=O)CCNS(=O)(=O)c2cc(Br)cnc2N)cc1 | -5.9% | -3.1% | -0.4% | -5.9% | 0.8% | 6.0% | 0.7% | -5.8% | -3.5 | -6.0% | -0.7%
O=C(NCCCn1ccnc1)c1cccc(S(=O)(=O)NCc2ccccc2)c1 | u | -7.1% | -3.2% | -2.4% | -17.4% | -0.7% | 3.0% | 2.5% | 1.8 | -6.5% | 2.5%
Cc1cccnc1NC(=O)/C=C/c1ccc2c(c1)OCO2 | u | u | 2.82µM* | -7.6% | u | 2.51µM* | -12.7% | u | 5.2 | u | 19µM*
COc1cc(/C=N/NC(=O)CCn2c3ccccc3c3ccccc32)ccc1O | u | -15.2% | 0.7% | -4.3% | -29.7% | -1.3% | u | -17.6% | 16.7 | 0.9%[0.365 µM] | -9.5%
N#Cc1c2n(c3c(=O)[nH]cnc13)CCCC2 | u | -16.3% | 0.4% | -2.4% | 29.3% | 9.2% | -3.9% | -4.6% | 0.8 | -1.5% | -4.8%
COc1ccc(S(=O)(=O)N(C)c2ccc(C(=O)N3CCN(C)CC3)cc2)cc1 | -4.0% | -2.0% | -40.3%[inhibitor] | 0.3% | 0.7% | -1.4% | 2.0% | -13.3% | 2.9 | -1.7% | 6.3%
CCC(C)[C@H](NC(=O)[C@H](Cc1ccccc1)n1c(=O)[nH]c2ccccc2c1=O)C(=O)NCC1CCC(C(=O)O)CC1 (stereo not given in full) | u | 1.0% | 2.4% | 2.5% | -4.9% | 0.3% | 31.6% | x | -0.6 | 8.0% | 0.4%
COc1ccc(NC(=O)C2CCN(Cc3cnn(-c4ccccc4)c3-n3cccc3)CC2)cc1OC | x | x | x | x | -14.8% | x | 2.9% | x | 3.2 | -6.0% | 2.2%
Nc1ccc(S(=O)(=O)Nc2nc(-c3ccccc3)cc(-c3ccccc3)n2)cc1 | u | 2.9% | 1.4% | 0.3% | -38.8% | 0.9% | -0.2% | -1.2% | 5.6 | 0.4% | -2.2%
Cn1cccc1CC(=O)N/N=C/c1ccc([N+](=O)[O-])cc1 | -8.1% | -2.0% | -1.6% | 2.0% | 20.2% | 2.8% | 1.3% | 1.6% | 1.4 | 8.3% | 1.1%
CCN(CC(=O)NCC(=O)Nc1ccc(Br)cc1C)Cc1ccccc1 | -6.0% | -2.4% | -4.6% | 0.0% | -15.3% | -1.5% | x | -3.4% | 3.6 | x | 5.5%
CCCCn1nnnc1NCc1cc(OC)c(OC)cc1OC | -24.2% | -8.3% | -4.8% | 1.0% | -22.1% | -2.3% | -1.0% | -2.9% | 0.1 | -8.2% | -0.8%
COc1ccc(-c2nnc(SCc3ccc(C(=O)O)cc3)n2C)cc1OC | -21.0% | -2.6% | -2.7% | 2.1% | -8.3% | -3.9% | -27.9% | x | -4.6 | -7.6% | 4.4%

2 compounds from above, reduced to ELG1 genotoxic:
| mol | ELG1 genotoxic |
| --- | --- |
| COc1ccc(-c2nnc(SCc3ccc(C(=O)O)cc3)n2C)cc1OC | -2.6% |
| CCC(C)[C@H](NC(=O)[C@H](Cc1ccccc1)n1c(=O)[nH]c2ccccc2c1=O)C(=O)NCC1CCC(C(=O)O)CC1 (stereo not given in full) | 1.0% |

Screens: PubChem BioAssay, National Center for Advancing Translational Sciences (NCATS)

Random draw from the library; overall some 15% were active at least once.
